UHRF1 MBD2 ctr: UHRF1 methyl-DNA binding inhibition. UHRF1 binding to methylated oligo, TR-FRET. AID 687016. 370,000 tested, 0.75% active. inhibition, % at 4.4 µM. Q96T88; in the data active means inhibition above about 21%;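 further: UHRF1 SRA domain binding a hemimethylated CpG hairpin DNA probe; 0% = median of test compound wells and 100% = reference inhibitor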
GC-A act: GC-A (human) enzyme activation. AID 1671463. HEK293 GC-A cells, cGMP TR-FRET, EC30 ANP; 0% at EC30 ANP, 100% saturating ANP. 370,000 tested, 0.14% active. activation, % at 10 µM. P16066; in the data active means activation above about 40%
rCAG RNA binder: binds r(CAG) RNA repeats; 370,000 tested, 1.3% active; r(CAG) RNA repeat, TO-PRO-1 dye displacement fluorescence; inhibition, % at 3 µM;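 active means inhibition above the plate cutoff, the mean of all test compounds on that plate plus 3 SD, cut at about 35% in these data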;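 further: 0% = DMSO alone and 100% = 100 µM mitoxantrone as full dye displacement; higher means more dye released from RNA so lower well fluorescence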
MBD2 DNA inh: MBD2-methylated oligo binding inhibition. Q9UBB5. TR-FRET, MBD2 binding to methylated oligonucleotide. inhibition, % at 4.4 µM. 370,000 tested, 0.31% active. AID 686964; in the data active means inhibition above about 13%
Target sequence (Q9UBB5 whole entry, looked up): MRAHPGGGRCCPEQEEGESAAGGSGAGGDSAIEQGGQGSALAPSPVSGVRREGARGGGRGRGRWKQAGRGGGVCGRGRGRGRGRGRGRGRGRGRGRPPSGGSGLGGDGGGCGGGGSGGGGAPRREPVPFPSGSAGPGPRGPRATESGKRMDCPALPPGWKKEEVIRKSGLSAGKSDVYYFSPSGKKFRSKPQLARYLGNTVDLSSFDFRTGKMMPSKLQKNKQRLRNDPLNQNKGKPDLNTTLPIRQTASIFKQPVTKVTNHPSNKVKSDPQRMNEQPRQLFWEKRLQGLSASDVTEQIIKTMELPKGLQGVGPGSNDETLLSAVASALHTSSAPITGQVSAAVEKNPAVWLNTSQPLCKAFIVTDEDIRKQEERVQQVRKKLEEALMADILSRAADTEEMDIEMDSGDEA
GC-B act: GC-B (human) receptor activation. AID 1920062. HEK293-GC-B cells, CNP EC30, cGMP TR-FRET; 0% at EC30 CNP, 100% saturating CNP. activation, % at 10 µM. 370,000 tested, 0.11% active;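 active means activation at 10 µM reaching about 35% in either raw or pattern-adjusted values, limit read from the data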
HTRA1 inhibitor: blocks human HTRA1 serine peptidase. Q92743. recombinant HTRA1, FP-rhodamine activity-based probe, fluorescence polarization. inhibition, % at 5.96 µM. 340,000 tested, 0.5% active. AID 504803; in the data active means inhibition above about 36%;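 further: 0% = enzyme with DMSO and 100% = wells lacking enzyme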
SIAE inh: human SIAE inhibition, primary screen; Q9HAT2; SIAE FP-Rh probe binding, fluorescence polarization; inhibition, % at 9.66 µM; 370,000 tested, 0.69% active;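 active means inhibition above a cutoff: mean of compounds within the control limits plus 3 SD of those, cut at about 17% in these data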;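 further: 0% = plate median of compound wells and 100% = probe without SIAE protein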
Target sequence (Q9HAT2 whole entry, looked up): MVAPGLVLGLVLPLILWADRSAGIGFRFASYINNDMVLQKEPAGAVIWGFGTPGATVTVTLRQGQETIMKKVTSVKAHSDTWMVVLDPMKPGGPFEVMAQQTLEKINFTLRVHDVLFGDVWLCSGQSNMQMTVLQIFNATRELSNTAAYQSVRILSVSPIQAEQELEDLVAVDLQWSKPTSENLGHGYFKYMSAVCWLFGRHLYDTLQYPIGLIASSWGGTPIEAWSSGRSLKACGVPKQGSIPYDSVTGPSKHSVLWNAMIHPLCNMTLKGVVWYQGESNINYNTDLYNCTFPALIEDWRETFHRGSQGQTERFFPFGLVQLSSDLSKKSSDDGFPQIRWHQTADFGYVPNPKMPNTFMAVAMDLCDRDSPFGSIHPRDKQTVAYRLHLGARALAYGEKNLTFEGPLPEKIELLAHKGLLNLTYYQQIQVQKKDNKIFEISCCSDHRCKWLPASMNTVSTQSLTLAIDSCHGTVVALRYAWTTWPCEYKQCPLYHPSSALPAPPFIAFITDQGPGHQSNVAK
TCR CD3 inh: human TCR-CD3 binding inhibition | TAMRA-labeled TCR probe fluorescence, biochemical | inhibition, % at 9.4 µM | 360,000 tested, 0.37% active | AID 651800; in the data active means inhibition above about 19%;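 further: recombinant mutant TCR 2C K166C tagged with TAMRA read by polarization; 0% = receptor in buffer alone and 100% = receptor with positive control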
PRMT1 inh: inhibitors of human PRMT1 | Q99873 | recombinant PRMT1, activity-based probe fluorescence polarization | inhibition, % at 2.79 µM | 370,000 tested, 1.3% active;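 active means inhibition above about 21% made by adding two undisclosed values, limit read from the data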
ABHD4 inh: inhibitors of mouse ABHD4; purified mABHD4, FP-Rh probe fluorescence polarization; inhibition, % at 8.92 µM; Q8VD66; 370,000 tested, 0.54% active;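 active means inhibition exceeding the mean over every tested compound plus 3 SD, cut at about 30% in these data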;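 further: 0% = plate median of compound wells and 100% = S159A mutant with DMSO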
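Test system: mABHD4 protein | Buffer or medium: HEPES pH 7.0 buffer, 150 mM NaCl, 0.01% Pluronic F-127 | Probe or stimulus: FP-Rh fluorescent activity-based probe, added after compound pre-incubation | Timing: Pre-incubation 45 min, probe exposure 60 min, at 25 °C | Technique: Fluorescence polarization, excitation 525 nm, emission 598 nm, BODIPY TMR filters | Repeats: Single well per compound (singlicate)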
An asterisk follows results filed as active; x = not tested or not shown. Only part of the results is shown, so the mix of outcomes need not match the whole.

Results follow in this order: HTRA1 inhibitor, UHRF1 MBD2 ctr, PRMT1 inh, rCAG RNA binder, GC-B act, SIAE inh, MBD2 DNA inh, GC-A act, ABHD4 inh, TCR CD3 inh
[1] O=c1oc2cc(Oc3ccc(C(F)(F)F)cc3[N+](=O)[O-])ccc2c2c1CCCC2
 : -1, -1, -2, 2, 2, 4, -3, -1, -3, 11
[2] CN1C(=O)NC(NC(=O)C2CCCCC2)(C(F)(F)F)C1=O (stereo unspecified)
 : -4, 0, -2, 0, 7, 3, 4, -3, 8, 7
[3] Cc1ccccc1N=C1NC(=O)/C(=C/c2cccn2C)S1
 : -12, 6, 13, 8, 4, -8, 2, -1, -14, -8
[4] Cc1cc(C(=O)Nc2ccon2)c(C)o1
 : 2, -2, 0, 0, 0, 1, -2, 1, 5, -1
[5] CCOC(=O)c1c2ccc(OCC(=O)N/N=C/c3ccc(C)cc3)cc2n2ccccc12
 : 2, 4, -1, 4, -5, 8, 3, 4, 11, 4
[6] O=C(O)CSc1c2ccccc2cc2ccccc12
 : -5, -10, 31*, 9, -3, 3, -3, 0, 22, 0
[7] Cc1ccn(CC(C)C(=O)O)n1 (stereo unspecified)
 : -5, 0, 5, 1, -3, -7, 1, -2, -5, -6
[8] CCNc1nc2ccccc2[nH]1
 : 1, 8, 3, 2, 1, 1, 4, 2, -1, 5
[9] CC(=O)Nc1ccc(-c2nnc(SCc3ccccc3C#N)n2C)cc1
 : 1, 0, 0, 1, 1, 2, -5, -3, 3, 7
[10] COc1ccc(N2C(=O)C(CC(=O)Nc3ccc(F)cc3)N(CCc3cccs3)C2=O)cc1 (stereo unspecified)
 : 4, 1, -3, 1, 4, 3, 6, 1, -3, -9
[11] COc1cc2c(C(=O)O)c(C)n(C)c2c2ccccc12
 : 3, 1, 3, 9, -8, 1, 1, -1, 7, -6
[12] CC(=O)Nc1ccc(C(=O)Nc2nc(-c3ccccn3)cs2)cc1
 : -15, -6, -3, 4, -3, -4, -2, 4, 6, -5
[13] O=C1CN(CN2CCCCC2)C(=O)CN1CN1CCCCC1
 : x, 1, 4, 1, -2, 8, 4, 0, -4, -2
[14] CCn1cc(/C=C(\NC(=O)c2ccccc2F)C(=O)NCCCN2CCOCC2)c2ccccc21
 : 3, -2, -2, -5, 2, 8, -6, 3, -2, 1
[15] COc1ccc(S(=O)(=O)N2Cc3ccccc3CC2C(=O)Nc2ccc(O)cc2)cc1OC (stereo unspecified)
 : -4, 2, 4, 3, 13, 1, -6, 11, 7, -3
[16] CNc1c(NS(=O)(=O)c2ccc(Cl)s2)c(=O)oc2ccccc12
 : 129*, 0, -2, 5, -4, 2, 0, -9, -2, 9
[17] COc1cc(/C=C(\C#N)C(=O)NCc2cccs2)ccc1O
 : 7, 2, -3, 3, 3, 8, -6, -3, 3, 1
[18] Cc1cccc(N(C(=O)c2ccco2)C(C(=O)NC2CCCC2)c2cccnc2)c1C (stereo unspecified)
 : 5, 0, 0, 0, -2, 4, 0, -2, -1, 2
[19] CCC(C(N)=O)N1C(=O)C2C3CCC(C3)C2C1=O (stereo unspecified)
 : 3, 2, -3, 3, 2, -1, -1, 0, 5, -5
[20] CC(C)[C@H](NC(=O)[C@@H]1CSC2c3ccccc3C(=O)N21)C(=O)NCc1ccco1 (stereo partly specified)
 : 0, 0, 5, 4, 2, 3, 0, 3, 5, -2
[21] O=C(Cn1c(=S)[nH]c2ccccc2c1=O)N1CCN(c2ccc(F)cc2)CC1
 : -4, 1, 4, -1, 1, 13, 4, -1, 7, -1
[22] Cc1cc(NC(=O)CSc2n[nH]c(-c3cccs3)n2)no1
 : -2, 0, 0, 1, -2, 0, -4, 0, -1, 4
[23] C=CCOC(=O)/C(=C\c1ccccc1)NC(=O)c1ccco1
 : 7, 6, -4, 1, 3, 3, 4, 2, -7, 0
[24] O=C(Nc1ccccc1Cl)C1(c2ccccc2)CC1(Cl)Cl (stereo unspecified)
 : -6, 7, 3, -1, 4, -2, 8, -7, -22, -8
[25] O=[N+]([O-])c1cc([N+](=O)[O-])c2cc(-c3cccnc3)[nH]c2c1
 : 9, -9, 1, 15, 3, -8, 1, 3, 6, 1
[26] COc1ccc(CCNC(=S)NC(=O)c2ccccc2)cc1C
 : -22, -1, 0, -2, 0, 1, -1, 4, -20, 4
[27] COc1cccc(NC(=O)c2oc3ccccc3c2NC(=O)c2ccc3c(c2)OCO3)c1
 : -18, 4, 0, 7, 4, -84, -3, 1, -3, 1
[28] C/C=C(\C)CN1CCC(n2nccc2NC(=O)CCCc2ccccc2)CC1
 : -3, -2, -6, -9, 2, -5, -6, 2, -1, 8
[29] O=c1c2c3c(sc2n(CCN2CCCCC2)c(=O)n1Cc1ccco1)CCCCC3
 : -26, 1, -3, 5, 1, 5, 1, 3, 8, -1
[30] COCC(=O)Nc1ccc2c(c1)[C@@H]1C[C@H](CC(=O)NCc3cccc(F)c3)O[C@@H](CO)[C@@H]1O2
 : 11, 1, 0, 5, -1, 11, -1, 3, 7, 1

Rewritten in transposed form: entries from further up
17: COc1cc(/C=C(\C#N)C(=O)NCc2cccs2)ccc1O
18: Cc1cccc(N(C(=O)c2ccco2)C(C(=O)NC2CCCC2)c2cccnc2)c1C (stereo unspecified)
19: CCC(C(N)=O)N1C(=O)C2C3CCC(C3)C2C1=O (stereo unspecified)
20: CC(C)[C@H](NC(=O)[C@@H]1CSC2c3ccccc3C(=O)N21)C(=O)NCc1ccco1 (stereo partly specified)
21: O=C(Cn1c(=S)[nH]c2ccccc2c1=O)N1CCN(c2ccc(F)cc2)CC1
22: Cc1cc(NC(=O)CSc2n[nH]c(-c3cccs3)n2)no1
23: C=CCOC(=O)/C(=C\c1ccccc1)NC(=O)c1ccco1
24: O=C(Nc1ccccc1Cl)C1(c2ccccc2)CC1(Cl)Cl (stereo unspecified)
25: O=[N+]([O-])c1cc([N+](=O)[O-])c2cc(-c3cccnc3)[nH]c2c1
26: COc1ccc(CCNC(=S)NC(=O)c2ccccc2)cc1C

assay / entry,17,18,19,20,21,22,23,24,25,26
HTRA1 inhibitor,7,5,3,0,-4,-2,7,-6,9,-22
UHRF1 MBD2 ctr,2,0,2,0,1,0,6,7,-9,-1
PRMT1 inh,-3,0,-3,5,4,0,-4,3,1,0
rCAG RNA binder,3,0,3,4,-1,1,1,-1,15,-2
GC-B act,3,-2,2,2,1,-2,3,4,3,0
SIAE inh,8,4,-1,3,13,0,3,-2,-8,1
MBD2 DNA inh,-6,0,-1,0,4,-4,4,8,1,-1
GC-A act,-3,-2,0,3,-1,0,2,-7,3,4
ABHD4 inh,3,-1,5,5,7,-1,-7,-22,6,-20
TCR CD3 inh,1,2,-5,-2,-1,4,0,-8,1,4

Additional compounds follow.
Results follow in this order: HTRA1 inhibitor, UHRF1 MBD2 ctr, PRMT1 inh, rCAG RNA binder, GC-B act, SIAE inh, MBD2 DNA inh, GC-A act, ABHD4 inh, TCR CD3 inh
[31] COc1cccc(-c2cnc3c(NC=O)cc(-c4ccncc4)cn23)c1
 : x, -3, 10, 7, 4, 1, 4, 2, -15, 1
[32] O=C(NCc1ccc2c(c1)OCO2)c1cccc(S(=O)(=O)N2CCCC2)c1
 : -6, 2, 3, -3, 0, 4, -2, 0, 4, -6
[33] Nc1cc(S(=O)(=O)c2ccc(N3CCCCC3)c(N)c2)ccc1N1CCCCC1
 : -4, 2, -4, 9, 1, 3, -1, -1, -2, -7
[34] COc1ccc(OC)c(NC(=O)C2CCC(CNc3c(N4CCOCC4)c(=O)c3=O)CC2)c1 (stereo unspecified)
 : 4, 2, 1, -1, -3, 10, 5, -1, -1, -7
[35] CCn1c(O)c(C=NCc2cccs2)c(=O)n(CC)c1=S
 : -6, 0, 0, -5, 20, 0, 0, 12, -8, 0
[36] CCOC(=O)Cc1csc(NC(=O)CSc2ncnc3c2cnn3-c2ccc(OC)cc2)n1
 : -21, 0, -3, 5, 7, 1, -3, -5, -19, 1
[37] C[C@@H]1CCCCO[C@@H](CN(C)C(=O)Cc2ccccc2)[C@@H](C)CN([C@H](C)CO)C(=O)c2cc(N(C)C)ccc2O1
 : 6, 0, -5, 2, 3, 0, 3, 1, -2, 0
[38] CCOc1ccc(S(=O)(=O)N2CC(=O)Nc3ccccc32)cc1
 : -6, 1, 3, -2, -4, 1, -7, -2, -3, 0
[39] CN(CCC1CCOCC1)C(=O)CC1C(=O)NCCN1C/C=C/c1ccccc1 (stereo unspecified)
 : 5, 0, -2, -2, -2, 1, 3, 3, 1, 4
[40] Oc1cc(-c2ccccc2)c2ccccc2c1
 : 2, 2, -1, 3, -4, 1, 4, 8, -16, -6
[41] CCN1C(=O)[C@H]2[C@H]3CN=C(SCC4CC4)N3[C@@](CC)(C(=O)OC)[C@H]2C1=O
 : -1, -1, 4, 0, 0, -3, 2, 3, -2, -4
[42] O=C(N/N=C1/CCS(=O)(=O)c2ccc(F)cc21)c1ccccn1
 : 1, -2, -1, -3, 7, 7, 4, 0, 2, -2
[43] O=C1CN(C(=O)COC(=O)Cc2ccccc2F)c2ccccc2N1
 : -4, 0, 4, 2, -3, 3, -2, 1, 4, -6
[44] CCn1c(=O)c(C(C)=O)nc2ccccc21
 : -1, -5, 3, 1, 4, -6, -1, 9, 2, -4
[45] O=C(NNS(=O)(=O)c1ccccc1)c1cccc(F)c1
 : 5, 6, 6, 0, 5, -2, 1, 1, -5, -15
[46] O=c1[nH]nc(-c2ccc(OCc3ccc(Cl)cc3Cl)cc2)o1
 : 8, -3, -2, 3, 1, -1, -7, 2, 0, 4
[47] COc1ccc(OC)c(CNC(=O)C2CCN(S(=O)(=O)N3CCC(C)CC3)CC2)c1
 : -2, -2, 0, -7, 2, -11, -3, 8, -1, 4
[48] Cn1cccc1/C=C1\SC(=Nc2cccc(O)c2)NC1=O
 : -12, -3, -4, 12, -13, -5, -2, -2, 4, -3
[49] COC(=O)C1=C(C)NC(C)=C(C(=O)OC)C1C(=O)OCC(=O)Nc1ccc(C(C)=O)cc1
 : 5, 0, 3, -2, 2, -5, 3, -4, -4, -8
[50] COC(=O)CNC(=O)C(Cc1c[nH]c2ccccc12)NC(=O)OC(C)(C)C (stereo unspecified)
 : 4, 1, 0, -3, 5, 7, 1, 0, -2, 1
[51] COc1cc(NC(=O)C23CC4CC(C2)CC(n2nnc(C)n2)(C4)C3)c(OC)cc1Cl
 : 6, 3, -2, -1, -9, -5, 0, 0, 7, 5

Screening data from PubChem.
